# Screening data (PubChem)
# GSK3A inh: blockers of GSK3A enzyme activity – biochemical, luminescence, cell-free homogeneous, HTS, primary screen; actives 0.1% (n = 320,000); AID 2650, 2010; GSK-3 alpha kinase, ADP-Glo luminescence, 60 min; inhibition, % at 10 µM;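 in the data active means inhibition above about 50%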;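 further: GST-tagged GSK-3 alpha with peptide substrate and 25 µM ATP; 0% = DMSO neutral wells and 100% = GW8510 positive control wells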
# Target sequence (P49840 whole entry, looked up): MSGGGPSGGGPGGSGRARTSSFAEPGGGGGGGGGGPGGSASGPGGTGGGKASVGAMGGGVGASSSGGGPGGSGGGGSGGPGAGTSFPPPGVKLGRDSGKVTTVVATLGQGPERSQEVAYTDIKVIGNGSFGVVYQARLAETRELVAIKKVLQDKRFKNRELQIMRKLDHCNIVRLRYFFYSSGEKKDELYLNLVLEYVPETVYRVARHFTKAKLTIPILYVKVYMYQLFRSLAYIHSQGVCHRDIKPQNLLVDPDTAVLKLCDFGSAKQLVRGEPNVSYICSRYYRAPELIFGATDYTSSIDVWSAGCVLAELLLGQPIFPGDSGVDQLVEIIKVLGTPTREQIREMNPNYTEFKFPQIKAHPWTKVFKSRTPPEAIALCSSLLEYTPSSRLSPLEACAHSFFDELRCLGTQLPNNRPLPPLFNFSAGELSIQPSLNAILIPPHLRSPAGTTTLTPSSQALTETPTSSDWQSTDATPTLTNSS
# RGS4 act: RGS4 potentiators or activators, primary screen, cell-based, HEK293 M3R inducible RGS4, calcium flux; carbachol calcium flux Fluo4; stronger effect = lower value; B-score at 10 µM; actives 0.92% (n = 310,000); AID 463111, 2010;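 active means B-score of the integrated calcium signal more than 4 SD below the library mean, with starting fluorescence not abnormally high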;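 further: negative B-score means reduced calcium response which marks RGS4 activation or potentiation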
#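 test system = HEK293 cells with stable M3R and inducible RGS4 | schedule = recording 10 s baseline at 1 Hz, 100 s post-agonist | technique = Fluo4-AM (2 µM) calcium-flux fluorescence, kinetic read | measure = Agonist-evoked peak-minus-minimum fluorescence over baseline, integrated ratio, B score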
# KCNK3 block: human KCNK3 channel inhibitors, primary screen, CHO cells, FluxOR thallium flux, B-score | B-score at 10 µM | FluxOR fluorescence; stronger effect = lower value | Potassium channel subfamily K member 3 (Homo sapiens), O14649 | actives 0.84% (n = 340,000) | AID 602410, 2012;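 active means B-score under library mean minus 4 SD, starting fluorescence ratio at most library mean plus 5 SD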;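 further: more negative B-score means stronger inhibition of thallium flux through KCNK3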
# PolyA inhibitor: polyadenylation inhibitors in yeast reporter cells, primary screen, luminescence, S. cerevisiae. S. cerevisiae SKY197-pL101 polyadenylation reporter, beta-gal luminescence; efflux-impaired pdr1/pdr3 knockout yeast; score 100 = 6 SD above DMSO. calls only at 12 µM. actives 0.02% (n = 300,000). AID 1875, 2009;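 active means lowest replicate activity score at least 50, where 100 means six control SD above control mean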;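 further: yeast exposed to compound for 9 h at 30 °C; higher score means more reporter readthrough which indicates perturbed polyadenylation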
# KCNQ1 act: potentiators or activators of KCNQ1 channel, primary screen, cell-based, thallium flux, high-throughput; B-score at 10 µM; Potassium voltage-gated channel subfamily KQT member 1 (Homo sapiens), P51787; actives 0.35% (n = 310,000); CHO-K1 KCNQ1, thallium flux FluxOR fluorescence; stronger effect = higher value;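 active means fluorescence ratio B-score, a plate-corrected score, at least three library SD, with initial intensity B-score within 5 SD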
#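 Medium – assay buffer, equal DMSO in all wells · Material – CHO-K1 cell line with stable KCNQ1 potassium channel expression · Signal – kinetic FluxOR thallium fluorescence, 10-s 1-Hz baseline, 110-s post-stimulus read · Compound – single concentration per compound, DMSO matched to controls · Schedule – 37 °C overnight plating, 90-min dark dye load, 20-min compound pretreatment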
# KCNK9 inh: KCNK9 potassium channel inhibitors, primary screen, HEK293 cells, thallium flux | FluxOR thallium flux fluorescence; stronger effect = lower value | AID 488922, 2010 | B-score at 10 µM | actives 1.2% (n = 310,000);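 active means ratio B-score over 3 SD below the library mean, with starting fluorescence within 5 SD of its mean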;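 further: negative B-score means less thallium flux so channel inhibition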
# Target sequence (Q9NPC2 whole entry, looked up): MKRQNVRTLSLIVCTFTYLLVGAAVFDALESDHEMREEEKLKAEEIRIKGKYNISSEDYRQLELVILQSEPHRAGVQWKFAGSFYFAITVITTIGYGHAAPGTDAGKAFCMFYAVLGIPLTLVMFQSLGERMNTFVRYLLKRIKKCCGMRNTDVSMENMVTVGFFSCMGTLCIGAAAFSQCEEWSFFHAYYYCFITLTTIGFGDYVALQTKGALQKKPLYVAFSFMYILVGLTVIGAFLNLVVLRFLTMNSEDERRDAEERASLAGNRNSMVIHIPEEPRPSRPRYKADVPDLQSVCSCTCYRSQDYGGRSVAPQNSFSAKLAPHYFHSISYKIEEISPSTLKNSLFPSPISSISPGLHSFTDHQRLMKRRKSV
# HDAC3 inhib: HDAC3 deacetylase inhibitors, primary screen, biochemical, fluorescence, cell-free homogeneous; Histone deacetylase 3 (Homo sapiens), O15379; recombinant HDAC3, fluorogenic peptide/trypsin coupled; inhibition, % at 8.3 µM; actives 0.15% (n = 320,000); in the data active means inhibition above about 26%, passing the limit was not always enough
# GSK3beta inhib: human GSK3beta kinase inhibitors, primary screen, biochemical, cell-free homogeneous, HTS | Glycogen synthase kinase-3 beta (Homo sapiens), P49841 | GST-GSK3beta kinase, ADP-Glo luminescence, 60 min; stronger effect = lower value | activity score (negative = inhibition), % at 10 µM | actives 0.038% (n = 300,000) | AID 2097, 2009;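 active means more than half of replicate wells score below -50%, meaning over 50% inhibition versus plate controls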;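 further: 0% = median DMSO wells and -100% = median GW8510 positive control wells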
#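 Test system: GST-fused GSK3beta enzyme, cell-free | Quantity: 1.6 ng GST-GSK3beta enzyme per well | Reagent: 25 µM ATP with peptide substrate | Schedule: 60 min enzyme reaction, room temperature | Signal: Luminescent ADP-Glo measurement of ADP formed | Read-out basis: Score relative to plate controls | Control set: DMSO and 20 µM GW8510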
# hERG protect: hERG rescue from dofetilide block, primary screen, cell-based, CHO-hERG, FluxOR thallium flux, dofetilide IC70. Voltage-gated inwardly rectifying potassium channel KCNH2 (Homo sapiens), Q12809. dofetilide IC70 present. activation (rescue from dofetilide block), less the hit threshold, % at 10 µM. actives 0.51% (n = 310,000). AID 1511, 2009;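 active means activation above the mean of controls blocked by dofetilide plus 5 SD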;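 further: thallium influx through hERG after potassium depolarization seen as dye fluorescence rise; in these data hits start at about 4.7%; inactives centre near -7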
# DYRK1A inh: rat Dyrk1A kinase inhibitors, primary screen, biochemical, single point, plate reader. Dual specificity tyrosine-phosphorylation-regulated kinase 1A (Rattus norvegicus), Q63470. ADP-Glo luminescence, NFATc1 peptide. inhibition, % at 12.5 µM. actives 0.43% (n = 310,000). AID 504441, 2011; in the data active means inhibition above about 50%;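 further: plate controls were vehicle with enzyme for no effect and no enzyme for full effect; many of its hits are not listed in these tables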
# KCNQ1 inh: inhibitors of human KCNQ1 channel, primary screen, cell-based, thallium flux, high-throughput. Potassium voltage-gated channel subfamily KQT member 1 (Homo sapiens), P51787. CHO-K1 KCNQ1, FluxOR thallium flux fluorescence; stronger effect = higher value. B-score at 10 µM. actives 1.3% (n = 310,000). AID 2642, 2010;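 active means compounds whose thallium flux B-score, printed positive for inhibition, exceeds three library SD while starting fluorescence stays within three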;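 further: channel opened by potassium depolarization with thallium stimulus after 20 min compound exposure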
# Active calls of the source: *; i = inactive; x = no result given. Some of the compounds tested; rates above refer to the full screens.
SMILES,GSK3A inh,RGS4 act,KCNK3 block,PolyA inhibitor,KCNQ1 act,KCNK9 inh,HDAC3 inhib,GSK3beta inhib,hERG protect,DYRK1A inh,KCNQ1 inh
COc1ccc(CC(C)NCCC(c2ccccc2)c2ccccc2)cc1 (centres undefined),2.7,-7.43*,i,i,i,i,0.9,1.5,-28.0,10.1,6*
N#Cc1ccccc1Cn1cc(C(=O)c2cccs2)c2ccccc21,-1.8,i,i,i,i,-8.11*,3.4,-0.5,-5.1,-2.6,i
Cc1cccc(N2C(=O)NC(=O)/C(=C\c3cnn(-c4ccccc4)c3)C2=O)c1,-2.4,i,i,i,i,i,4.0,0.3,-15.8,4.8,i
N#Cc1c(/N=C/c2c(O)n(Cc3ccco3)c(=O)[nH]c2=O)sc2c1CCCC2,-1.2,i,i,i,i,i,3.9,0.6,-9.8,-13.6,i
COc1ccc(OC)c(-n2c(O)c(/C=C3\C=Nc4ccccc43)c(=O)[nH]c2=O)c1,-1.8,i,i,i,i,i,-1.9,-3.0,-2.0,2.4,i
CC(Cc1ccccc1)NC(=O)/C=C/c1ccc(Cl)cc1 (centres undefined),-0.4,i,i,i,i,i,3.8,-4.9,-8.4,3.8,i
Cc1c2cnn(CC(=O)N3CCC4(CC3)OCCO4)c(=O)c2c(C)n1Cc1ccccc1Cl,-3.0,i,i,i,i,i,-1.6,1.4,-6.2,4.1,i
CC1=C(C(=O)Nc2ccccc2)S(=O)(=O)CCO1,-1.7,i,i,i,i,i,-13.8,-0.5,-8.2,-17.4,i
COc1ccc(Oc2c(C)oc3cc(OC(=O)N(C)C)ccc3c2=O)cc1,-2.3,i,i,i,i,i,-5.8,1.1,-7.3,-7.3,i
CCOC(=O)C1C2c3ccccc3O[C@@]1(C)N=C1SCC(=O)N12 (some centres undefined),-3.3,i,i,i,i,i,-1.8,-0.2,-9.3,-0.1,i
Clc1ccc2c(c1)C(c1ccccc1Cl)=NCc1nnc(N3CCN(CCSc4ccccc4)CC3)n1-2,-2.5,i,i,i,i,i,15.0,3.9,-13.7,58.4*,i
Cc1ccc(-n2c(O)c(C=NCc3ccco3)c(=O)[nH]c2=S)cc1C,4.5,i,i,i,i,i,8.4,1.8,-7.6,-11.1,i
O=C(CN1CC=C(c2ccccc2)CC1)Nc1cc(Cl)ccc1Cl,-3.1,i,i,i,i,i,0.5,5.0,-13.4,1.3,i
COc1cc2c(c(OC)c1)C(=O)OC(C)CCCC(=O)CCCCC2 (centres undefined),-2.8,i,i,i,i,i,2.3,-1.6,-3.3,-1.5,i
C=CCn1c(O)c(C(CC)=NCc2ccco2)c(=O)[nH]c1=O,4.4,i,i,i,i,i,6.4,-3.9,-6.1,-0.1,i
O=c1c2ccccc2nc(/C=C/c2ccccc2O)n1-c1ccccc1O,0.2,i,i,i,i,i,-3.5,2.3,-6.2,-0.2,i
CC(c1ccc(F)cc1)n1cc(C(=O)NCc2ccc3c(c2)OCO3)nn1 (centres undefined),-0.3,i,i,i,i,i,-2.4,5.8,-6.5,-4.2,i
CCN(CC)c1ccc(N=Cc2c(O)n(-c3ccc(OC)cc3)c(=O)[nH]c2=O)cc1,0.2,i,i,i,i,i,3.7,0.4,-7.3,-4.3,i
N=c1n(CCO)c2ccccc2n1Cc1ccccc1,-1.2,i,i,i,i,i,-7.4,-3.5,-7.3,-1.2,i
CCN1C(=O)NC(=O)/C(=C\c2cn(CC(=O)N3CCCC3)c3ccccc23)C1=O,-0.7,i,i,i,i,i,2.9,-3.7,-12.2,-0.3,i
COc1ccc(S(=O)(=O)NCc2ccc(C(=O)N3CCC4(CC3)OCCO4)cc2)cc1,-1.3,i,i,i,i,i,-6.0,5.4,-6.7,3.7,i
c1cncc(CNCCc2ccc3c(c2)OCO3)c1,0.1,i,i,i,i,i,-6.1,-2.8,-7.9,5.8,i
CC1N=C(c2ccccc2Cl)c2cc(Br)ccc2NC1=O (centres undefined),-1.2,i,i,i,i,i,-8.7,0.0,7.6*,-2.6,i
CCN1C(=O)c2ccccc2Sc2ccc(C(=O)N3CCC4(CC3)OCCO4)cc21,-3.3,i,i,i,i,i,2.7,-0.5,-7.1,2.5,i
N/C(=N/[N+](=O)[O-])N1CCN(C(=O)Oc2ccc([N+](=O)[O-])cc2)CC1,-1.5,i,i,i,i,i,-5.9,-3.1,-4.8,7.0,i
CN(C)P1(N(C)C)=NC(C(F)(F)F)=NC(C(F)(F)F)=N1,-1.9,i,i,i,i,i,1.8,-0.4,0.5,3.2,i
CCOP(=O)(Oc1ccccc1)c1c([N+](=O)[O-])cc(C(F)(F)F)cc1[N+](=O)[O-] (centres undefined),-4.8,i,i,i,i,i,0.7,2.0,-11.7,-0.5,i
Oc1cccc2cccnc12,0.7,i,x,i,i,-10.6*,9.2,-1.5,-1.7,x,i
N[C@@H](Cc1c[nH]c2ccccc12)c1nnc(SCc2ccc(F)cc2)o1,x,i,i,i,i,i,x,0.4,-14.3,7.9,i
N#CC1=C(N)Oc2c(c(=O)sc3ccccc23)C1c1cccnc1 (centres undefined),0.2,i,i,i,i,i,-1.5,1.2,-6.3,x,i
COc1ccc(-n2c(O)c(C(C)=NCCN3CCNCC3)c(=O)[nH]c2=O)cc1,5.3,i,i,i,i,i,1.1,1.0,-5.9,0.7,i
CN(C)CCN(C(=O)COc1ccc(Cl)cc1)c1nc2cc3c(cc2s1)OCO3,-1.0,i,i,i,i,i,-0.9,2.9,-6.9,3.4,i
c1ccc(-c2ccc(-c3n(-c4ccccn4)c4ccccc4[n+]3-c3ccccn3)cc2)cc1,x,i,i,i,i,i,x,0.1,-31.1,-1.1,9*
Cc1c(N=Nc2c(O)n(Cc3ccccc3)c(=O)[nH]c2=O)c(=O)n(-c2ccccc2)n1C,-0.5,i,i,i,i,i,14.0,1.0,-10.1,-5.8,i
O=C(NC(Oc1ccccc1)C(Cl)(Cl)Cl)c1ccccc1 (centres undefined),-0.1,i,i,i,i,i,-9.6,-12.0,-15.4,-3.4,i
Cc1ccccc1N1C(=O)CC(=O)N(c2ccccc2C)C1=O,-0.3,i,i,i,i,i,-9.0,-10.2,-5.7,-8.2,i
CC(=O)n1cc(C=C2C(=O)NC(=O)NC2=O)c2ccccc21,-2.1,i,i,i,i,i,-2.1,-0.3,-6.2,x,i
Oc1ccc(CC2(N3CCCC3)CCCCC2)cc1,-1.8,i,i,i,i,i,2.0,0.4,7.7*,0.4,i
COc1cccc(CNCCc2ccc3c(c2)OCO3)c1OC,-0.5,i,i,i,i,i,-1.7,0.4,-10.4,-6.9,i
COc1ncccc1C(=O)NCC(CC(=O)O)c1ccccc1 (centres undefined),0.8,i,i,i,i,i,2.0,-2.1,-8.8,3.8,i
CN1CCN(Cc2nc3ccccc3n2C)CC1,4.2,i,i,i,i,i,-0.7,2.4,-12.2,0.5,i
CCN1CCN(c2ccc(N)c(C)c2)CC1,4.2,i,i,i,i,i,-4.5,-2.9,-15.5,-4.4,i
CSc1ccccc1C(=O)C1CCCN(Cc2cccc(C)n2)C1 (centres undefined),-4.6,i,i,i,i,i,-3.3,-3.1,-14.9,6.3,i
O=c1[nH]c(=S)n(C2CC2)c(O)c1C=NCCN1CCOCC1,1.0,i,i,i,i,i,0.5,-0.6,-12.5,6.0,i
Cc1ccc2c(c1)CCCN2N=O,-1.4,i,i,i,i,i,-3.6,-1.2,-3.3,12.6,i
N=C1c2ccccc2CN1NC(=O)c1ccc(F)cc1,-5.1,i,i,i,i,i,3.1,-2.7,-2.8,-2.8,i
CC(C)NS(=O)(=O)c1ccc(OCC(=O)N2CCN(Cc3ccc4c(c3)OCO4)CC2)c(Cl)c1,-1.1,i,i,i,i,i,0.6,3.7,-13.4,-20.9,i
Clc1ccc2sc(C3CCNCC3)nc2c1,0.2,i,i,i,i,i,3.9,-2.5,-2.8,2.4,i
COC(=O)C1=C(c2cc3ccccc3s2)C[C@@H]2CC[C@H]1N2C(=O)NC(C)C,0.2,i,i,i,i,i,6.7,0.2,-7.8,0.2,i
N#CCCn1cc(C(=O)O)c(-c2cccc([N+](=O)[O-])c2)n1,-1.2,i,i,i,i,i,-5.2,-0.5,-9.7,2.4,i
CN(C)CCc1nn[nH]n1,0.6,i,i,i,i,i,-2.3,2.0,-6.8,-0.5,i
Cc1ccc(S(=O)(=O)N[C@@H](CCCCN)C(=O)CCl)cc1,-2.6,i,i,i,i,i,5.2,1.1,-4.9,-9.1,i

# Reformatted: entries from further up.
compound | GSK3A inh | RGS4 act | KCNK3 block | PolyA inhibitor | KCNQ1 act | KCNK9 inh | HDAC3 inhib | GSK3beta inhib | hERG protect | DYRK1A inh | KCNQ1 inh
CC(C)NS(=O)(=O)c1ccc(OCC(=O)N2CCN(Cc3ccc4c(c3)OCO4)CC2)c(Cl)c1 | -1.1 | i | i | i | i | i | 0.6 | 3.7 | -13.4 | -20.9 | i
Clc1ccc2sc(C3CCNCC3)nc2c1 | 0.2 | i | i | i | i | i | 3.9 | -2.5 | -2.8 | 2.4 | i
COC(=O)C1=C(c2cc3ccccc3s2)C[C@@H]2CC[C@H]1N2C(=O)NC(C)C | 0.2 | i | i | i | i | i | 6.7 | 0.2 | -7.8 | 0.2 | i
N#CCCn1cc(C(=O)O)c(-c2cccc([N+](=O)[O-])c2)n1 | -1.2 | i | i | i | i | i | -5.2 | -0.5 | -9.7 | 2.4 | i
